# H1N1 NS1A inhibition: NS1A inhibition, H1N1 influenza, cell based functional assay (AID 504329); NS1A functional cell-based assay, percent inhibition; higher % means a stronger effect; one-dose inhibition, % at 12.5 µM; IC50 in µM for titrated hits; hit rate 0.3% among 340,000; in the data active = a potency from the dose series; inconclusive = inhibition above about 27% without an active follow-up result; also: strong numbers were not always called active
# inhibitors of VEEV: inhibitors of VEEV TC-83 cytopathic effect, confirmation, Vero cells (AID 588727) | inhibition, % at 20 µM, or IC50 in µM where a hit was titrated | Vero cells, VEEV TC-83 cytopathic effect inhibition; higher % means a stronger effect | hit rate 0.13% among 350,000; in the data active = a potency from the dose series; inconclusive = inhibition mostly from about 14% at the one dose, without a potency; inactive = the rest, 99 in 100 with inhibition below about 12%; also: strong numbers were not always called active
# M. tuberculosis: growth inhibition of non-replicating M. tuberculosis (AID 488890). Mycobacterium tuberculosis non-replicating, growth inhibition; higher % means a stronger effect. inhibition, % at 25 µM; hits with a dose series show IC50 in µM. hit rate 0.39% among 320,000; in the data active = a potency from the dose series; inconclusive = inhibition mostly from about 82% at the one dose, without a potency; inactive = the rest, 99 in 100 with inhibition below about 76%;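 also: plate controls were DMSO cells for no effect and high antibiotic wells for full effect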
# H37Rv inhibition: M. tuberculosis growth inhibition, HTS (AID 449762) | M. tuberculosis H37Rv growth inhibition, 7H9 media; higher % means a stronger effect | inhibition, % at 25 µM; hits with a dose series show IC50 in µM | hit rate 0.59% among 330,000; in the data active = a potency from the dose series; inconclusive = inhibition above about 70% without an active follow-up result;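 also: bacterial growth assessed after seven days of incubation; strong numbers were not always called active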
# Salmonella PhoP GFP: Inhibition of PhoP regulon, Salmonella typhi GFP reporter cells, confirmation, 4 h (AID 1850) | Salmonella Typhi PhoP-promoter GFP reporter, fluorescence, 4 h; higher % means a stronger effect | inhibition, % at 50 µM, or IC50 in µM where a hit was titrated | hit rate 0.33% among 310,000; in the data active = a potency from the dose series; inconclusive = inhibition mostly from about 25% at the one dose, without a potency; inactive = the rest, 99 in 100 with inhibition below about 19%;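 also: 0% = induced wells with vehicle and 100% = uninduced wells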
# inhibitors of VEEV 10K pilot screen: recorded beside inhibitors of VEEV, whose call it bears; inhibition, %; measured here: 10K pilot screen inhibition
# An asterisk follows results filed as active; i = inactive; ? = inconclusive; · = not tested or not shown; & = joins results of further samples.
SMILES,H1N1 NS1A inhibition,inhibitors of VEEV,M. tuberculosis,H37Rv inhibition,Salmonella PhoP GFP,others
CCN(C(=O)CN1CCN(c2ccccc2OC)CC1)c1c(N)n(Cc2ccccc2)c(=O)[nH]c1=O,-8%,i,-1%,-12%,-4%,
O=C(c1ccccc1)C1C(=O)c2ccccc2C1=O,4%,i,·,·,-2%,
CCCn1cc(CN2CCC(n3nccc3NC(=O)C(OC)c3ccccc3)CC2)c(C)n1 (stereo unspecified),-3%,1.4%,-5%,0%,6%,
CCONC(=O)Nc1ccccc1,-10%,0.9%,-3%,7%,-7%,
Cc1ccccc1CNC(=O)C1CCC(=O)N(C2CCCCCC2)C1 (stereo unspecified),-15%,3.9%,12%,8%,-2%,
Cc1cc(C)c2c3c(sc2n1)C(=O)N(c1ccccc1C)CC(=O)N3,-5%,i,0%,4%,4%,
COC(=O)c1ccccc1NC1CC(=O)N(c2c(C)cccc2C)C1=O (stereo unspecified),-27%,0.7%,47%,5%,3%,
Cc1cc(C(=O)Nc2ccc(Nc3ccccc3)cc2)ccc1[N+](=O)[O-],0%,i,57%,11%,-2%,
Cc1nnc(SCC(=O)NC2CCC(C)CC2)s1 (stereo unspecified),8%,0.1%,6%,-6%,-4%,
CC1CCN(C(=O)CSc2nnc(Cc3cccn3C)n2-c2ccc(F)cc2)CC1,4%,0.3%,44%,-10%,-7%,
COC(=O)CN1C(=O)C2(C(C#N)=C(N)Oc3ccccc32)C2=C1CC(C)(C)CC2=O (stereo unspecified),0%,4.3%,12%,0%,-13%,
O=C(NCC(=O)N1CCN(S(=O)(=O)c2ccccc2F)CC1)c1ccc(Br)o1,-10%,3.4%,-15%,-10%,-9%,
CCOc1cc(/C=C2/N=C(C)C(C(=O)OC)=C2O)ccc1O,-3%,1.0%,0%,0%,9%,
COCCN1C(=O)c2oc3c(C)cc(C)cc3c(=O)c2C1c1cccc(O)c1 (stereo unspecified),-5%,4.8%,35%,13%,-5%,
CC(=O)c1cccc(NC(=O)CCN2C(=O)C3CC=CCC3C2=O)c1 (stereo unspecified),-1%,0.3%,-16%,2%,·,
COc1ccc(-c2noc(-c3ccccc3C(=O)NCc3ccco3)n2)cc1OC,1%,i,22%,35%,-11%,
COc1ccc(/C=C2\SC(=O)N(CC(=O)Nc3cccc(C)c3)C2=O)cc1O,1%,1.8%,18%,3%,-2%,
COc1ccccc1-n1nnnc1SCC(=O)NC1CC1,1%,0.5%,-9%,-2%,1%,
CC(C)C(=O)Nc1ccc(Sc2ccc(F)cc2)cc1,-6%,i,16%,22%,-3%,
Cn1c(=O)c2c(SCC(=O)N3CCOCC3)nc(-c3ccccc3Cl)nc2n(C)c1=O,-9%,7.2%,-10%,0%,-7%,
Cc1cc(Cl)ccc1NNC(N)=S,3%,0.1%,?,?,1%,
S=c1[nH]nc(-c2ccco2)n1/N=C/c1c(Cl)cccc1Cl,-5%,2.8%,9%,-2%,-3%,
Cn1c(=O)c2c(nc(N3CCN(Cc4ccccc4)CC3)n2CC(=O)c2ccccc2)n(C)c1=O,2%,i,1%,-4%,-13%,
CC(C)[C@H](NC(=O)c1ccccc1)C(=O)Nc1ccc2c(c1)OCO2,-4%,7.5%,28%,10%,·,
Cc1ccc(C(=O)N2CC2C)cc1 (stereo unspecified),-14%,0.7%,·,·,·,
SMILES,H1N1 NS1A inhibition,inhibitors of VEEV,M. tuberculosis,H37Rv inhibition,Salmonella PhoP GFP,others
CCOc1ccc(-n2c(O)c(/C=N/c3ccnn3Cc3ccncc3)c3ccccc3c2=O)cc1,4%,0.5%,-3%,-1%,-7%,
O=C1NC(=O)C2(N1)c1ccccc1-c1ccccc12,14%,1.7%,·,·,·,
N#Cc1cn(Cc2ccco2)c(=O)[nH]c1=O,-8%,i,·,·,·,
O=C(OC(c1ccc(NS(=O)(=O)c2ccccc2)cc1)(C(F)(F)F)C(F)(F)F)c1ccccc1,-2%,0.3%,40%,6%,-4%,
COc1ccc(-c2n[nH]c3c2C(c2ccc(OC)c(OC)c2)N(c2ccccc2)C3=O)cc1 (stereo unspecified),-2%,i,46%,-1%,6%,
O=C(c1ccccc1)N1CC(COc2ccccc2)OC(c2ccco2)O1 (stereo unspecified),-12%,1.8%,9%,-1%,-7%,
COc1ccc(Oc2ccc(/C=C/C(=O)c3ccc(O)cc3)cc2[N+](=O)[O-])cc1,5%,11%,33%,9%,2%,
CNc1cc(=O)n(C)c(=O)n1-c1ccccc1,-14%,0.6%,-10%,2%,-1%,
COc1ccc(-c2csc(N(CCCN(C)C)C(=O)c3ccc(C(C)(C)C)cc3)n2)cc1,12%,5.0%,80%,?,2%,
Cc1ccc(/C=C/C(=O)Nc2ccc([N+](=O)[O-])c(NC(=O)/C=C/c3ccc(C)o3)c2)o1,0%,1.6%,28%,-5%,-6%,
Cc1noc(C)c1COC(=O)c1ccc2c(c1)S(=O)(=O)c1ccccc1C2=O,11%,3.1%,-3%,-5%,-7%,inhibitors of VEEV 10K pilot screen=2.9
Cc1ccc(N(C(=O)c2snc(C(N)=O)c2N)C(CC(C)C)C(=O)NC2CCCC2)cc1 (stereo unspecified),2%,i,1%,-3%,-11%,
C=CCn1c(SCC(=O)Nc2nnc(C)s2)nnc1-c1cccnc1,-12%,3.2%,9%,1%,-1%,
Cc1ccccc1Cn1c(=O)n(C)c(=O)c2sccc21,-4%,0.3%,6%,7%,6%,
COc1ccc(NC(=O)CN2C(=O)C(C)SC(C)C2=O)cc1 (stereo unspecified),4%,0.0%,-2%,7%,-7%,
CC(NC(=O)C(Cc1ccccc1)N1C(=O)C2C3CCC(C3)C2C1=O)c1ccccc1 (stereo unspecified),-5%,i,7%,6%,-4%,
COc1ccc2nc(NC(=O)C3CCCN(S(=O)(=O)c4cccc5nsnc45)C3)sc2c1 (stereo unspecified),6%,i,9%,65%,5%,
Cc1ccc(-n2c(C)cc3c2CC(C)(C)CC3=O)cc1C,4%,i,17%,1%,5%,
Cc1cc(NC(=O)C2CC2)ncc1NC(=O)c1ccccn1,8%,3.1%,11%,-4%,0%,
CCCc1nn2c(=O)cc(CSCC(=O)Nc3cccc(C)c3)nc2s1,1%,6.5%,0%,1%,1%,
CCSc1nnc(NC(=O)[C@@H](NC(=O)c2ccccc2)C(C)C)s1,-5%,0.3%,-4%,1%,-1%,
CC(C)N(C)S(=O)(=O)c1ccc(Cl)c(C(=O)O)c1,-5%,1.3%,-13%,2%,3%,
Cc1cccc(NC(=O)CCCn2c(=S)[nH]c3ccccc3c2=O)c1,-4%,2.0%,-8%,-6%,10%,
O=C(CN(c1cccc([N+](=O)[O-])c1)S(=O)(=O)c1ccccc1)NCc1cccnc1,-8%,1.1%,-10%,5%,8%,
Cc1cccc(/C=N/Nc2ccc3ccccc3n2)c1,-1%,4.4%,9%,22%,6%,
SMILES,H1N1 NS1A inhibition,inhibitors of VEEV,M. tuberculosis,H37Rv inhibition,Salmonella PhoP GFP,others
COc1ccc(N2CCN(C(=O)NC3CC(=O)N(c4ccc(OC)cc4)C3)CC2)cc1 (stereo unspecified),7%,0.1%,9%,-1%,8%,
COc1ccc(Cl)cc1NC(=O)CCc1nnc2ccc(N3CCN(C)CC3)nn12,14%,1.2%,-21%,-2%,22%,
Cc1cc(C)cc(NC(=O)[C@H](Cc2c[nH]c3ccccc23)NC(=O)[C@@H]2Cc3ccccc3CN2)c1,14%,0.3%,25%,-9%,17%,
CC1(C)NC(=O)N(CC(O)COc2ccc(N3C(=O)c4ccccc4C3=O)cc2)C1=O (stereo unspecified),3%,0.1%,-1%,-5%,1%,
CCc1nc(N2CCN(C(=O)CCl)CC2)c2c3c(sc2n1)CC(C)CC3 (stereo unspecified),4%,?,?,?,-2%,
Cc1ccc(SCCNC(=O)c2ccc(C)c(S(=O)(=O)Nc3ccccc3C)c2)cc1,-1%,i,25%,-2%,-4%,
O=C(COC(=O)c1ccc[n+]([O-])c1)Nc1ccc([N+](=O)[O-])cc1Cl,0%,i,1%,12%,·,
Cc1nc(N2CCCCC2)c2c(C)c(C(=O)Nc3cccc(C(F)(F)F)c3)sc2n1,-5%,2.0%,65%,?,-7%,
Cc1ccc(Cn2c(=N)n(CC(O)COc3ccccc3)c3ccccc32)cc1 (stereo unspecified),15%,i,?,?,52µM*,
Cc1ccc(NC(=O)CSCC(=O)Nc2nnc(C)s2)cc1,-8%,3.0%,0%,-1%,5%,
COc1cccc(/C=N/NC(=O)CSc2ccccc2C)c1O,0%,12%,?,8%,0%,
CCn1nc(NS(=O)(=O)c2ccccc2[N+](=O)[O-])c2cc3ccc(C)cc3nc21,5%,2.1%,-8%,7%,2%,
COc1ccccc1C(=O)Nc1ccc(N2CCN(S(C)(=O)=O)CC2)cc1,-4%,5.3%,-2%,3%,5%,
NCC(=O)Nc1ccc(Br)cc1,12%,0.1%,-6%,0%,10%,
CCn1cc(C(=O)O)c(=O)c2cc(F)c(N3CCN(C(=O)Nc4ccccc4)CC3)cc21,5%,i,?,?,23µM*,
CC(C)OCCCNC(=O)C(Cc1ccccc1)NS(=O)(=O)c1ccc2c(c1)CCC(=O)N2 (stereo unspecified),6%,0.1%,6%,-15%,1%,
O=C(/C=C/c1ccc(F)cc1)NCCNC(=O)/C=C/c1ccc(F)cc1,·,0.5%,6%,0%,-4%,
CC(C)(C)[C@H]1COC(=O)[C@@H](Cc2ccc(F)cc2)C/C=C\C[C@@H](CC(=O)N[C@@H](CO)Cc2ccccc2)C(=O)N1,4%,4.3%,67%,-8%,·,
O=c1c2ccccc2nc(-c2ccoc2)n1-c1ccccc1,-6%,2.5%,4%,-4%,2%,
Cc1ccc(CN2CCNC(=O)C2CC(=O)NCC(F)(F)F)o1 (stereo unspecified),-5%,1.6%,-10%,-2%,11%,inhibitors of VEEV 10K pilot screen=0.9
Cc1noc(C)c1COC(=O)c1ccc(F)c(S(=O)(=O)N2CCOCC2)c1,-14%,i,-13%,7%,·,
CC(C)(C)NC(=O)C(c1ccco1)N(Cc1ccc2c(c1)OCO2)C(=O)Cn1nnc2ccccc21 (stereo unspecified),-17%,0.5%,25%,0%,1%&-3%,
O=C(CN1C(=O)NC2(CCOc3ccccc32)C1=O)c1ccc(F)cc1 (stereo unspecified),-10%,0.7%,4%,0%,3%,
O=C(CN1CCN(Cc2ccccc2)CC1)N1CCCc2ccccc21,2%,i,4%,3%,-18%,
CCOC(=O)N1CCN(C(=O)CNC(=O)c2nn(-c3ccc(OC)c(OC)c3)c(=O)c3ccccc23)CC1,3%,8.9%,-3%,3%,15%,

# 7 structures from above, arranged by number of heavy atoms, descending:
SMILES,H1N1 NS1A inhibition,inhibitors of VEEV,M. tuberculosis,H37Rv inhibition,Salmonella PhoP GFP,others
CCOC(=O)N1CCN(C(=O)CNC(=O)c2nn(-c3ccc(OC)c(OC)c3)c(=O)c3ccccc23)CC1,3%,8.9%,-3%,3%,15%,
Cc1cc(C)cc(NC(=O)[C@H](Cc2c[nH]c3ccccc23)NC(=O)[C@@H]2Cc3ccccc3CN2)c1,14%,0.3%,25%,-9%,17%,
Cc1ccc(SCCNC(=O)c2ccc(C)c(S(=O)(=O)Nc3ccccc3C)c2)cc1,-1%,i,25%,-2%,-4%,
Cc1nc(N2CCCCC2)c2c(C)c(C(=O)Nc3cccc(C(F)(F)F)c3)sc2n1,-5%,2.0%,65%,?,-7%,
O=C(COC(=O)c1ccc[n+]([O-])c1)Nc1ccc([N+](=O)[O-])cc1Cl,0%,i,1%,12%,·,
Cc1ccc(NC(=O)CSCC(=O)Nc2nnc(C)s2)cc1,-8%,3.0%,0%,-1%,5%,
NCC(=O)Nc1ccc(Br)cc1,12%,0.1%,-6%,0%,10%,

# The listing picks up, starting 2 compounds before the break.
SMILES,H1N1 NS1A inhibition,inhibitors of VEEV,M. tuberculosis,H37Rv inhibition,Salmonella PhoP GFP,others
O=C(CN1CCN(Cc2ccccc2)CC1)N1CCCc2ccccc21,2%,i,4%,3%,-18%,
CCOC(=O)N1CCN(C(=O)CNC(=O)c2nn(-c3ccc(OC)c(OC)c3)c(=O)c3ccccc23)CC1,3%,8.9%,-3%,3%,15%,
Cc1ccccc1-n1nnnc1SCC(=O)NCC1(N2CCOCC2)CCCCC1,-9%,3.2%,20%,-16%,·,
Cc1cc(C)n2nc(SCc3cc(=O)oc4cc(O)ccc34)nc2n1,·,·,-2%,-5%,-3%,
COc1cc(C(=O)OC2C[C@H]3CC[C@@H](C2)N3)ccc1O (stereo partly specified),19%,1.8%,14%,3%,8%,
CCn1cnc2cc(NCc3nc4ccccc4n3Cc3ccccc3)ccc21,4%,2.0%,35%,16%,9%,
O=C(Nc1ccon1)c1ccccc1F,-4%,1.8%,-4%,0%,-2%,
O=S(=O)(NC1CCCC1)c1cccc(-c2nnc(-c3ccccc3)o2)c1,-1%,2.9%,11%,-11%,-5%,
